# Compound activity from PubChem.
# HKDC1 inh: HKDC1 hexokinase inhibitors, primary screen, biochemical, fluorescence, uHTS; 340,000 tested, 0.16% active; recombinant HKDC1, G6PDH/diaphorase resazurin coupled fluorescence; AID 493160, 2011; Q2TB90; inhibition, % at 20 µM;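 active = inhibition above about 35% when tested at 20 µM, limit read from the data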;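 note: plate controls were DMSO wells with enzyme for no effect and DMSO wells lacking enzyme for full effect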
#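 Material: recombinant HKDC1 hexokinase; Amount: HKDC1 at 5 µg/mL; Medium: Tris pH 8.0 buffer with MgCl2, Tween-20, BSA, BME; Schedule: 90 min reaction incubation at room temperature, dark; Technique: coupled resazurin fluorescence, excitation 525 nm, emission 613 nm.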
# Gli-Sufu block: Gli-Sufu pathway antagonists, primary screen, luciferase luminescence, Sufu-KO-LIGHT cells, uHTS; inhibition, % at 5 µM; 340,000 tested, 0.74% active; Sufu-KO-LIGHT fibroblasts, Gli luciferase reporter luminescence;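 active = inhibition above about 55%, limit read from the data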;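 note: 0% = DMSO-treated cells and 100% = wells with medium but no cells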
# SENP8 block: SENP8 protease inhibitors, primary screen, biochemical, luminescence; Sentrin-specific protease 8 (Homo sapiens), Q96LD8; purified SENP8, Z-RLRGG-aminoluciferin cleavage; inhibition, % at 10 µM; 330,000 tested, 1.2% active
# Target sequence (Q96LD8 whole entry, looked up): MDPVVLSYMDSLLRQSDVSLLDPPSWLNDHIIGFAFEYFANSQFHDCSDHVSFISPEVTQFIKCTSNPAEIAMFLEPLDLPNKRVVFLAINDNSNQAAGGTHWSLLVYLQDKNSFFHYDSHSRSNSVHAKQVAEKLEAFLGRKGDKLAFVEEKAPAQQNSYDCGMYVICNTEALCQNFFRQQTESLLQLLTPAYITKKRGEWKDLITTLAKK
# SENP7 inh: SENP7 protease inhibitors, primary screen, biochemical, luminescence, uHTS. Sentrin-specific protease 7 (Homo sapiens), Q9BQF6. recombinant SENP7, Z-RLRGG-aminoluciferin luminescence, 40 min. inhibition, % at 5 µM. 330,000 tested, 1.5% active;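 active = inhibition above about 50% at the single test dose, limit read from the data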;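 note: plate controls were DMSO with enzyme for no effect and no enzyme buffer wells for full effect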
# Target sequence (Q9BQF6 706-1050 limits assumed): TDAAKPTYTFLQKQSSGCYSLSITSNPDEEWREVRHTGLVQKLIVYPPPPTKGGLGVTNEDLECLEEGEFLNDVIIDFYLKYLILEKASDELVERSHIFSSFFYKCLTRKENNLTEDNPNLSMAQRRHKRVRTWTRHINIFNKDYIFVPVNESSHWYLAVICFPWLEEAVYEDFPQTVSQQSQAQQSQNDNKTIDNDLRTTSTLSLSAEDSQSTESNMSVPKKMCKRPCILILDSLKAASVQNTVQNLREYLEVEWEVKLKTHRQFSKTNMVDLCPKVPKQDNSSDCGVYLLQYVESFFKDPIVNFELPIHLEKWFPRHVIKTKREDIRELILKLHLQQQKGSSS
# Apaf-1 inh: inhibitors of human Apaf-1 apoptosome, primary screen, biochemical, DEVD-Rh110 fluorescence, uHTS; Apoptotic protease-activating factor 1 (Homo sapiens), O14727; inhibition, % at 20 µM; 330,000 tested, 0.71% active; reconstituted apoptosome caspase-3 activity; active = inhibition of at least 40% at 20 µM;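 note: plate controls were DMSO wells for no effect and DEVD-CHO caspase inhibitor wells for full effect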
#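 detection = Rh110 fluorescence intensity | test system = biochemical Apaf-1 apoptosome reconstitution | also added = cytochrome c and DEVD-Rh110 substrate | schedule = 30 min plus 50 min, RT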
# UBC13 inh: UBC13 polyubiquitin chain formation inhibitors, primary screen, biochemical, TR-FRET, uHTS | inhibition, % at 20 µM | 330,000 tested, 0.47% active; in the data active = inhibition above about 45%, passing the limit was not always enough
# Target sequence (P61088 whole entry, looked up): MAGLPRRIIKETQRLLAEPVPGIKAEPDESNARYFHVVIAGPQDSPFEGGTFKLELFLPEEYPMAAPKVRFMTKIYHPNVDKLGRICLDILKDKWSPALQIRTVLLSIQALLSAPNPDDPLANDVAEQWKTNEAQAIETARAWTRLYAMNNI
# 697 NFkB inh: inhibitors of PMA/ionomycin-induced NF-kB reporter, 697 cells, primary screen, B-cell NF-kB inhibitor project, cell-based, luminescence, uHTS | AID 435022, 2010 | 697 B-cell NF-kB luciferase reporter, 16 h | 330,000 tested, 0.33% active | inhibition, % at 4 µM; in the data active = inhibition above about 35%
# Jurkat NFkB inh: inhibitors of induced NF-kB luciferase reporter, primary screen, TCR NF-kB activation inhibitor project, cell-based, luminescence, uHTS; 330,000 tested, 0.53% active; Jurkat, PMA/ionomycin-induced NF-kB luciferase reporter; inhibition, % at 4 µM
# An asterisk follows results filed as active. Cut-off read from the data, not from the text of the source, unless noted: active = inhibition above about 50%; inactive = the rest. Compounds as they come; about 3.6% have a hit in one of these screens.
SMILES,HKDC1 inh,Gli-Sufu block,SENP8 block,SENP7 inh,Apaf-1 inh,UBC13 inh,697 NFkB inh,Jurkat NFkB inh
Cc1cc(=O)c(C(=O)O)cn1Nc1ccc(Cl)cc1,-3.7,-3.5,4.0,3.8,-0.1,1.6,14.1,12.8
O=C(CSc1nc2ccc(NC(=O)CSc3nnnn3Cc3ccccc3)cc2s1)Nc1ccccc1,3.5,1.0,-1.4,-1.6,12.1,-4.0,-5.4,-6.5
Cc1cc(C)cc(-n2nnc(C(=O)NCc3ccccc3)c2N)c1,1.5,-4.5,-0.7,6.1,14.8,9.9,16.5,-8.9
COc1ccccc1NC(=O)c1ccccc1SC,-5.9,1.3,4.2,-1.5,-5.5,5.3,9.7,-7.0
Cc1cccc(-n2nc3c(c2NC(=O)c2cc4ccccc4o2)CS(=O)(=O)C3)c1,3.3,-1.3,-3.5,9.5,1.5,11.1,-11.2,9.4
C#CC(CC)(CC)NC(=O)NC1CCCCC1,-8.2,-12.7,2.6,-3.4,6.6,-6.2,19.8,11.3
Cc1ccc2nc(SCC(=O)Nc3ccc4c(c3)OCCO4)[nH]c2c1,8.5,-9.6,-3.3,-9.8,1.9,8.6,15.2,-2.9
O=C(Cc1ccc(-n2c(=O)[nH]c3ccsc3c2=O)cc1)N1CCN(c2ccc(Cl)cc2)CC1,-1.7,10.7,-3.9,-0.7,11.8,16.5,-56.1,-13.3
CC(C)[C@H](NC(=O)C1CCN(S(=O)(=O)c2ccc(F)cc2)CC1)C(=O)NCc1ccco1,-6.8,-6.8,-0.3,-3.1,-3.6,-5.3,11.6,1.5
CCC(CC)NC(=O)c1n[nH]c(=O)c2ccccc12,-2.7,1.1,6.2,-5.2,2.6,-6.6,-8.6,0.7
COc1cccc(CC(=O)Nc2ccc(S(=O)(=O)Nc3nc(C)cc(C)n3)cc2)c1,-5.3,-1.6,8.6,3.3,-25.1,-2.0,16.0,10.1
O=C(Nc1ccccc1NC(=O)c1ccc(F)cc1)c1ccc(F)cc1,-3.0,4.1,-11.4,-4.3,1.1,3.8,7.7,8.3
CCOc1ccc(-n2c(=S)sc3c(=O)[nH]c(SCC(=O)N4CCC(C)CC4)nc32)cc1,7.5,5.0,4.4,-3.3,14.2,-0.3,-3.7,-16.4
CCc1nnc(NS(=O)(=O)c2ccc(NC(=O)CCC(=O)O)cc2)s1,-4.6,38.2,-0.9,6.8,-12.2,-3.3,6.5,-5.0
O=C(NNC(=S)Nc1ccccc1C(F)(F)F)c1cccnc1,11.7,-1.4,0.0,3.4,-1.5,-0.5,5.2,4.8
Cc1ccc(NC(=O)c2cc([N+](=O)[O-])ccc2Cl)c(O)c1,-4.1,-12.2,1.1,8.1,-1.5,2.4,38.8*,0.4
Cc1ccc(S(=O)(=O)NCCSc2nnnn2-c2ccc(C(N)=O)cc2)cc1,-3.7,-2.6,6.9,-6.9,1.2,0.7,1.6,5.0
CCOP(=O)(OCC)/C(C#N)=C/c1c[nH]c2ccccc12,5.3,1.9,2.0,6.6,5.6,-0.3,-3.3,0.4
COc1ccc(F)cc1S(=O)(=O)NC1CC(C)(C)NC(C)(C)C1,-8.1,-107.9,-6.2,-5.8,-3.4,1.5,19.2,3.3
CC1CCCN(C(=O)COC(=O)c2cccc(NS(=O)(=O)c3ccccc3)c2)C1 (centres undefined),-1.6,-6.9,3.6,4.5,10.0,7.0,-2.6,6.3
N#CCC(=O)Nc1ccc(C(=O)NCC2(N3CCOCC3)CCCCC2)cc1,2.5,0.1,-4.0,10.2,2.9,-1.4,2.7,-13.1
CCSc1cc(C)nc2c(-c3ccccc3)cnn12,2.5,-64.7,10.0,43.2,3.4,-3.1,-263.6,-152.5
Cc1ccc(C(C(=O)NC(C)(C)C)N(Cc2ccco2)C(=O)CCC(=O)Nc2ccccn2)cc1 (centres undefined),-4.8,-10.6,2.5,-1.4,4.6,5.3,8.7,8.3
Cc1ccccc1S(=O)(=O)/N=C(/c1ccccc1)N1CCOCC1,-8.8,-4.0,-1.1,-0.8,-2.6,-1.0,9.8,-0.4
COc1cccc(-c2nnc(NC(=O)CCS(=O)(=O)c3ccc(C)cc3)o2)c1,-6.0,-9.2,-7.8,-0.4,-7.9,-2.3,-5.6,3.9
# (continued)
SMILES,HKDC1 inh,Gli-Sufu block,SENP8 block,SENP7 inh,Apaf-1 inh,UBC13 inh,697 NFkB inh,Jurkat NFkB inh
CCC(=O)c1ccc(OCC(=O)OCC(=O)NCC2CCCO2)cc1 (centres undefined),-3.3,-7.2,5.5,7.0,-3.6,-9.8,1.1,2.3
O=C(NC(=S)Nc1cc([N+](=O)[O-])ccc1O)C1CC1,7.2,-0.4,3.6,-1.5,8.3,-28.4,5.0,8.1
CNc1ccccc1C(=O)OC,-6.9,5.7,-11.5,-10.5,2.2,1.4,-9.6,-9.7
Cc1ccc(C)c(OCCC(=O)OCC(=O)NNC(=O)c2ccccc2)c1,-0.5,0.3,-3.0,7.2,0.4,11.3,8.2,-2.3
O=C(CSc1nnc2ccccn12)N1CCc2ccccc2C1,-10.8,-0.9,-0.9,0.5,2.1,5.3,-11.0,-43.9
CC(=O)c1cccc(CN2CCN(C(C)C)C(CCO)C2)c1 (centres undefined),-8.5,1.2,-2.8,4.7,0.4,6.2,14.4,1.1
O=C(Nc1cc(S(=O)(=O)N2CCOCC2)ccc1N1CCCC1)c1cc(=O)[nH]c2ccccc12,-0.6,8.2,-2.3,2.2,10.0,-11.4,-22.7,-7.4
CCOc1ccc(NC(=O)CN(c2ccc(OCC)cc2)S(=O)(=O)c2c(C)[nH]c(=O)[nH]c2=O)cc1,-1.4,-2.1,-3.1,-7.8,-6.9,-9.4,15.0,3.1
CC(C)n1cc([C@@H]2C[C@H]3CN(Cc4cccc(Cl)c4)C(=O)[C@]34CCCN24)cn1,-2.9,14.3,-3.9,-1.6,1.2,-5.6,3.8,-12.6
O=C(O)C(Cc1ccccc1)NS(=O)(=O)c1ccc2c(c1)OCCO2 (centres undefined),-3.6,-2.5,5.8,4.3,-7.0,0.6,9.2,11.6
CC(C)(C)C(=O)N1CCC[C@H]1C(O)(c1ccccc1)c1ccccc1,1.2,-4.4,0.8,-2.5,1.3,5.4,-0.2,19.4
CCC1=C(OC(=O)N(CC)CC)N2C(=O)OC(=NCC(=O)OC)[C@]2(Cc2ccccc2)[C@H]2C1=CC[C@H]1C(=O)N(CC(=O)OC)C(=O)[C@H]12,-1.2,0.4,-0.2,5.2,4.6,-5.0,6.5,2.9
CCN(C(=O)CSc1nnc(-c2ccc(F)cc2)c2ccccc12)C1CCS(=O)(=O)C1 (centres undefined),-3.5,8.4,-1.7,1.4,7.4,11.4,9.4,0.1
CCCC(=O)NC(=S)Nc1ccc(C(C)=O)cc1,2.3,-39.2,-4.4,-3.4,-4.9,2.9,-17.6,-26.9
O=c1cc(CN2CCN(CCO)CC2)c2cc3c(cc2o1)CCC3,-3.5,0.5,6.6,2.3,-29.1,3.5,21.6,-1.9
CCCOC(=O)C1[C@H]2C(=O)N(C(C)c3ccc(OC)cc3)C[C@]23C=C[C@H]1O3 (some centres undefined),-2.1,-1.8,-5.2,-1.5,-8.9,3.8,18.2,5.9
O=C(CCCc1ccccc1)NCCN1CCOCC1,-4.3,-11.0,-11.5,-8.5,0.6,-5.4,-0.2,2.0
Nn1c(SCC(=O)Nc2nc3ccccc3s2)nncc1=O,-18.2,-5.4,-12.9,1.2,-10.1,6.8,-15.6,-3.0
CCCOc1ccc(N2C(=O)CC(NCc3ccncc3)C2=O)cc1 (centres undefined),-2.4,-4.7,-3.6,8.2,-7.5,3.9,9.5,6.6
O=C(NCC1COc2ccccc2O1)C1C2C=CC3(CN(Cc4cccs4)C(=O)C13)O2 (centres undefined),-0.7,0.1,-14.2,-8.7,1.1,-0.5,-15.4,-8.5
CS(=O)(=O)N1CCN(C(=O)c2cccnc2)CC1,-9.3,-3.6,-4.6,-17.0,-22.7,1.9,-7.3,-2.1
CCOC(=O)c1nn(-c2ccccc2C)c2nc(-c3ccc(Cl)cc3)c(C#N)c(=O)n12,3.9,6.9,-7.3,-6.4,14.5,36.2,-4.3,-3.4
N#CC1(NC(=O)COC(=O)CCN=C2NS(=O)(=O)c3ccccc32)CCCCC1,3.0,-10.7,2.0,-5.5,3.7,4.9,14.8,-5.2
O=C(N/N=C/c1cccs1)c1cc(-c2ccc(Cl)s2)[nH]n1,-1.8,-6.6,-12.2,10.5,13.3,-1.0,14.4,-3.9
CCN(CC)P(=O)(Nc1ccc(SC(F)F)cc1)c1ccc(N(C)C)cc1NC(=O)c1ccco1 (centres undefined),5.0,15.3,0.7,-7.2,15.0,2.1,6.8,7.9
# Additional structures follow:
SMILES,HKDC1 inh,Gli-Sufu block,SENP8 block,SENP7 inh,Apaf-1 inh,UBC13 inh,697 NFkB inh,Jurkat NFkB inh
Cc1ccc(NC(=O)N(CCC#N)Cc2ccccc2)cc1,1.4,0.3,4.5,-1.5,-471.1,-2.0,16.9,-3.8
O=C(C(=O)N1CCN(Cc2ccccc2)CC1)c1c[nH]c2ccccc12,-2.3,7.2,5.0,-9.9,-4.8,11.9,9.6,27.3
CCOC(=O)/C(C#N)=C\c1ccc(O)c(OC)c1,12.8,-6.8,-11.6,-9.2,-4.4,-22.0,7.2,8.1
CN(CC(=O)NCc1ccc2c(c1)OCO2)S(=O)(=O)c1ccc(Cl)cc1,-3.9,-9.9,9.1,-5.3,-6.1,16.4,7.9,7.2
Cc1cccc(-n2c(SCC(N)=O)nc3c(c2=O)C2(CCCC2)Cc2ccccc2-3)c1,-0.3,-1.0,3.6,-0.1,30.1,30.3,-0.7,-6.4
COc1ccc(OCC(=O)OCC(=O)Nc2ccc(S(=O)(=O)N3CCCCC3)cc2)cc1,2.8,12.1,-2.8,6.0,4.9,18.7,5.0,10.4
CC(C)c1ccc(/C=C/c2ccc(=O)n(C)n2)cc1,-1.9,-70.3,69.4*,84.5*,10.0,5.0,-150.7,-95.9
CCN(c1ccccc1)S(=O)(=O)c1cccc(C(=O)N(C)CCOc2ccccc2)c1,0.8,6.5,-0.4,-1.4,38.8,12.3,5.4,-12.3
COc1ccc(OC)c(S(=O)(=O)n2nc(-c3ccccc3)cc2N)c1,-3.3,6.0,0.7,2.3,8.7,-0.5,9.3,9.2
O=C(CN1CCN(c2ccccn2)CC1)Nc1cccc(S(=O)(=O)N2CCOCC2)c1,-4.9,-1.1,1.4,1.0,0.8,20.9,0.4,8.7

# Quoted at random: 6 compounds from above, in no set order.
SMILES,HKDC1 inh,Gli-Sufu block,SENP8 block,SENP7 inh,Apaf-1 inh,UBC13 inh,697 NFkB inh,Jurkat NFkB inh
COc1ccc(OC)c(S(=O)(=O)n2nc(-c3ccccc3)cc2N)c1,-3.3,6.0,0.7,2.3,8.7,-0.5,9.3,9.2
CCN(c1ccccc1)S(=O)(=O)c1cccc(C(=O)N(C)CCOc2ccccc2)c1,0.8,6.5,-0.4,-1.4,38.8,12.3,5.4,-12.3
O=C(C(=O)N1CCN(Cc2ccccc2)CC1)c1c[nH]c2ccccc12,-2.3,7.2,5.0,-9.9,-4.8,11.9,9.6,27.3
CN(CC(=O)NCc1ccc2c(c1)OCO2)S(=O)(=O)c1ccc(Cl)cc1,-3.9,-9.9,9.1,-5.3,-6.1,16.4,7.9,7.2
O=C(CN1CCN(c2ccccn2)CC1)Nc1cccc(S(=O)(=O)N2CCOCC2)c1,-4.9,-1.1,1.4,1.0,0.8,20.9,0.4,8.7
CC(C)c1ccc(/C=C/c2ccc(=O)n(C)n2)cc1,-1.9,-70.3,69.4*,84.5*,10.0,5.0,-150.7,-95.9

# 697 NFkB inh: hit marks shown above.
structure,HKDC1 inh,SENP7 inh,UBC13 inh,697 NFkB inh,Jurkat NFkB inh
Cc1ccc(NC(=O)c2cc([N+](=O)[O-])ccc2Cl)c(O)c1,-4.1,8.1,2.4,38.8*,0.4
